HePTP inh – inhibitors of human HePTP phosphatase, primary screen, biochemical, absorbance, leukemia target; Tyrosine-protein phosphatase non-receptor type 7 (Homo sapiens), P35236; recombinant HePTP phosphatase activity, OD absorbance; inhibition, % at 20 µM; 0.64% of 110,000 active; AID 521, 2006; in the data active means inhibition above about 50%;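 further: plate controls were vehicle for no effect and reference inhibitor for full effect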
Target sequence (P35236 whole entry, looked up): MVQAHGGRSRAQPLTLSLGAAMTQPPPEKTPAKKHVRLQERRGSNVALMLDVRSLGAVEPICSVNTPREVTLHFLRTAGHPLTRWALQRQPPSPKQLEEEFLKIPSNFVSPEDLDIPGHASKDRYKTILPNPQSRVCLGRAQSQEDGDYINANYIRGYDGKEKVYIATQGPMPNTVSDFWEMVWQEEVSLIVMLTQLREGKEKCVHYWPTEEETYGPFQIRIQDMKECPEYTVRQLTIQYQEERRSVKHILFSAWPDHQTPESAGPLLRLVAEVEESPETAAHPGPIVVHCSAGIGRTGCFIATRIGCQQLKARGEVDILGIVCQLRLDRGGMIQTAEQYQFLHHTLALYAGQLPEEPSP
BAP1 inh – inhibitors of BAP1 deubiquitinase, primary screen, biochemical, Ub-AMC fluorescence, kinetic; Ubiquitin carboxyl-terminal hydrolase BAP1 (Homo sapiens), Q92560; recombinant BAP1, Ub-AMC hydrolysis fluorescence kinetic; active compounds read low; activity remaining (% of control), % at 20 µM; 0.48% of 72,000 active;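 active means activity remaining at or below 50% of control, provided the compound also passes the data quality filters; inactive means the rest, including low values that fail the filters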;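 further: 100% = DMSO wells rate and 0% = substrate alone blank rate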
Target sequence (Q92560 whole entry, looked up): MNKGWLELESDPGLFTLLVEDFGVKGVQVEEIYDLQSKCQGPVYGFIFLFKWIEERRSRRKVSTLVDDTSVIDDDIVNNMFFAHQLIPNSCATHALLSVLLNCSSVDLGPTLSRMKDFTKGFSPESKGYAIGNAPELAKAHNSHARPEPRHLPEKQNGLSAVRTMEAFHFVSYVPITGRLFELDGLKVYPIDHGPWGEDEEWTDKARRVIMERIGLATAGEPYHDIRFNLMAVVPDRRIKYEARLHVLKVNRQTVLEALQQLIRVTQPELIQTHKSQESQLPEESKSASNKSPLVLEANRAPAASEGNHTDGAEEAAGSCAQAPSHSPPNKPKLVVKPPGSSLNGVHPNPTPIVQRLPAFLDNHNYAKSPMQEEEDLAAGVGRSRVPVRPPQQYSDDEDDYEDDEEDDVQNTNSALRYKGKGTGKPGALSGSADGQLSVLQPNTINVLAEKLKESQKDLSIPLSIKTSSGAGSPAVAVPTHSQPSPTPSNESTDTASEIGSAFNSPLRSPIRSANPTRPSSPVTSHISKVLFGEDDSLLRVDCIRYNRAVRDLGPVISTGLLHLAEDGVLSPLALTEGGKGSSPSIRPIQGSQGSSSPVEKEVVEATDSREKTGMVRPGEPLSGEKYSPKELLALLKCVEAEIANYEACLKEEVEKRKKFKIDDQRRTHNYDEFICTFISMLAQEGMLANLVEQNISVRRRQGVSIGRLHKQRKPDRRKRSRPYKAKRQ
* = called active by the depositor; / = not tested or not shown; & = joins results of further samples.

SMILES	HePTP inh	BAP1 inh
Cc1c(NC(=S)NC(NC(=O)c2ccccc2Cl)C(Cl)(Cl)Cl)c(=O)n(-c2ccccc2)n1C (configuration not stated)	7.9	/
NS(=O)(=O)c1ccc(NC(=O)/C(=C\c2ccc(Br)cc2)NC(=O)c2ccccc2)cc1	11.2	/
Cc1cccc(OC(=O)COc2ccc(Cl)cc2Cl)c1	9.5	/
OC(COc1ccc(C23CC4CC(CC(C4)C2)C3)cc1)CN1CCN(c2ccc(F)cc2)CC1 (configuration not stated)	3.8	/
CCCN(CCC)C(C(=O)Nc1cccc(OC)c1)c1ccccc1 (configuration not stated)	-4.3	/
CC(C(=O)NC1=NCCS1)N1C(=O)c2ccccc2C1=O (configuration not stated)	4.9	94.3
CCOc1ccccc1NC1=C(Cl)C(=O)N(c2ccc(Cl)cc2)C1=O	-0.7	/
CCOc1cc(N2CCOCC2)c(OCC)cc1NC(=O)COC(=O)c1cc(C)oc1C	4.0	67.5
COc1ccccc1NC(=O)CSc1nnc(Cn2nnc(-c3ccccc3)n2)n1-c1ccccc1	10.9	52.7
COc1ccc(Nc2cc(C)nc(-c3ccccc3O)n2)cc1	-0.5	/
O=C(Nc1cccnc1)c1noc2c1CCCCC2	12.8	99.9
O=C(CN1CCCC(O)C1)N1c2ccccc2C=Cc2ccccc21 (configuration not stated)	/	87.6
CC1=CC2=C(OC1N(C)C)c1cccc3cccc(c13)C2=O (configuration not stated)	7.1	93.4
O=C(/C=C/c1ccc(F)cc1)NC(=S)NCc1ccco1	6.6	/
CC1=C(C(=O)OCC2CCCO2)C(c2cccs2)C2=C(CC(C)(C)CC2=O)N1 (configuration not stated)	-9.6	211.1
CCCCSc1nnc2c(n1)OC1(Nc3ccccc3-2)C(=O)Nc2ccc(F)cc21 (configuration not stated)	9.9	/
Nc1nnc(SCC(=O)c2ccccc2)s1	6.4	90.9
Cc1cc(Cl)ccc1NC(=O)COc1cc(C)c(Cl)c(C)c1	3.0	/
CC1(C)C(c2ccccc2)=NC(c2ccccc2F)=[N+]1[O-]	12.0	/
O=C(CSc1nnc2scc(-c3ccccc3)n12)NCc1ccc2c(c1)OCO2	4.2	80.7
COc1ccc(-c2nc3ccccc3c(=O)n2-c2nc3ccccc3n2C)cc1	-0.8	/
CC1CCN(c2nc3ccccc3nc2C(C#N)C(=O)OC2CCCCC2)CC1 (configuration not stated)	14.9	/
O=C(Nc1nc2ccccc2n1CCOc1ccc(Cl)cc1)c1ccco1	8.7	53.2
COc1ccc(/C=C2/SC(=S)N(c3cccc(Cl)c3)C2=O)cc1	5.6	/
CC1=C/C(=N\N=C2\NC(=O)C(CC(=O)Nc3ccc(C(=O)O)cc3)S2)CC(C)(C)C1 (configuration not stated)	103.2*	/

(cont.)
SMILES	HePTP inh	BAP1 inh
CCOc1ccc(-c2nnn(CC(=O)c3ccc4c(c3)OCCO4)n2)cc1	-4.9	79.0
Clc1ccc(NCc2nncn2-c2ccccc2)cc1	4.2	98.2
CCOCCCNC(=O)c1ccc(OC(C)=O)cc1	5.5	116.8
CCCC1C(c2ccccc2)C(C#N)(C#N)C2(C#N)CC1(N)NC2=O (configuration not stated)	-0.9	100.2
COc1cc2c(cc1NC(C)=O)CCCC2	1.2	/
COc1cc(C(=O)Nc2nc(N)n(-c3ccccc3)n2)cc(OC)c1OC	-6.2	106.3
CCc1c(C)nc2cc(-c3cc(OC)cc(OC)c3)nn2c1N1CCCC1	8.0	/
CC1(C)SSC(=O)C1NC(=O)c1ccccc1 (configuration not stated)	31.5	/
CC(C)OC(=O)c1ccc(OC(=O)c2cccnc2)cc1	6.0	110.8
N#CC1=C(N)C(C#N)(C#N)[C@H](c2ccncc2)[C@H]2CN(C(=O)OCc3ccccc3)CC=C12	0.8	134.1
COc1ccccc1N1CCN(C(=O)CCc2ccc(S(=O)(=O)NC(C)C)cc2)CC1	-0.5	/
S=c1[nH]nc(-c2ccco2)n1Cc1ccccc1	-6.6	169.9
CC(C(=O)Nc1ccc2c(c1)OCO2)N(c1ccc(Cl)cc1)S(C)(=O)=O (configuration not stated)	-12.6	118.0
CC(=O)Oc1ccc(N2C(=O)C3C4C=CC(C4=C(C)C)C3C2=O)cc1 (configuration not stated)	-6.2	/
CCC(C)[C@H](NC(=O)NCc1ccc(Cl)cc1)C(=O)OC (some centres not stated)	6.6	97.6
CCCC(OC(=O)CC1Sc2ccccc2NC1=O)C(=O)NCc1ccco1 (configuration not stated)	-13.4	76.5
COc1ccc(NC(=O)N2CCCCC2)cc1	5.0	84.0
CCOC(=O)CN1C(=O)c2ccccc2C1=O	6.3	118.8
O=C(c1ccc(Cl)cc1Cl)N1CCN(c2ccccn2)CC1	-0.7	/
CC(=O)Nc1ccc(S(=O)(=O)NCc2ccccc2)cc1	-10.4	/
Cc1cc(OCC(=O)Nc2ccc(Cl)c(-c3nc4ncccc4o3)c2)cc(C)c1Cl	6.8	/
N#Cc1ccc(-c2cccnc2)nc1SCC(=O)Nc1sc2c(c1C#N)CCC2	9.2	/
CCOc1ccccc1C(=O)NCCc1nc2ccccc2[nH]1	7.9	/
COc1cc2nc(SCc3c(C)noc3C)n(CCC3=CCCCC3)c(=O)c2cc1OC	4.8	/
Cc1ccc(S(=O)(=O)Nc2ccc(N3CCOCC3)cc2)cc1[N+](=O)[O-]	-20.2	/

More entries:
SMILES	HePTP inh	BAP1 inh
Cc1ccccc1OCCNC(=O)c1cccc2ccccc12	2.8	/
COc1ccc(S(=O)(=O)n2cnc3ccccc32)cc1[N+](=O)[O-]	-7.9	/
CCOc1ccc(C2/C(=C(\O)c3ccccc3)C(=O)C(=O)N2CCOC)cc1 (configuration not stated)	-13.2	/
COC(=O)C(O)(CC(=O)Nc1ccc(Cl)cc1F)C(F)(F)F (configuration not stated)	8.1	74.7
CC(C)Oc1cccc(C(=O)Nc2ccc(CN3CCOCC3)cc2)c1	6.6	137.2
Nc1nc(C(=O)N2CCOCC2)nn1S(=O)(=O)c1ccccc1	-10.6	/
N[C@@H](CCCC(=O)O)C(=O)O	/	97.8
NC(=O)c1cccc(N=Cc2ccc([N+](=O)[O-])o2)c1	/	184.6
CCOP(=O)(CN(C)S(=O)(=O)c1ccc(Br)cc1)OCC	8.0	/
COCCn1nnnc1SCC(=O)c1ccccc1	10.3	99.5
CC(c1ccccc1)n1cnc2ccccc21 (configuration not stated)	1.8	85.5
Cn1c(=O)oc2cc(S(=O)(=O)N3CCCC(C(=O)NCc4ccc5c(c4)OCO5)C3)ccc21 (configuration not stated)	5.8	105.2
COc1ccc(C(=O)Nc2cccc(NC(C)=O)c2)cc1[N+](=O)[O-]	/	58.0
CC(C)CNC(=O)c1cccc(NC(=O)c2ccccc2-c2ccccc2C(=O)O)c1	10.5	/
COc1ccccc1N1CCN(C(=O)c2cc3c(-c4ccc(Cl)cc4)nn(C)c3s2)CC1	5.8	71.6
CCOC(=O)CSc1nc2c(c(=O)n(C)c(=O)n2C)n1C	2.9	/
O=C(CCN1C(=O)/C(=C\c2ccc(Cl)cc2)SC1=S)Nc1ccccc1C(=O)O	45.9	/
O=C(Nc1ccc2c(c1)OCCO2)c1cccnc1	7.7&-4.5	106.2
Cc1cnc(NC(=O)CSc2nnc(COc3c(C)cccc3C)o2)s1	9.6	79.4
CCN(CC)c1ccc(NC(=O)c2ccc3ccccc3n2)cc1	-0.8	/
COc1cccc(C(=O)OC2CC(C)N(C)CC2C)c1 (configuration not stated)	-27.9	/
C=CCNC(=O)COc1ccc(S(=O)(=O)NC2CCCCC2)cc1	-1.8	/
Cc1ccc(C(=O)Cn2c(C)cc(C)c(C#N)c2=O)cc1	3.4	62.6
Cc1c(C(=O)OC2CCCC2)[nH]c2c1C(=O)CC(c1ccco1)C2 (configuration not stated)	14.6	92.9
COC(=O)C1=C(C)NC2=C(C(=O)CCC2)C1c1ccccn1 (configuration not stated)	9.0	56.1

Next section (three carried over from the part before).
SMILES	HePTP inh	BAP1 inh
Cc1ccc(C(=O)Cn2c(C)cc(C)c(C#N)c2=O)cc1	3.4	62.6
Cc1c(C(=O)OC2CCCC2)[nH]c2c1C(=O)CC(c1ccco1)C2 (configuration not stated)	14.6	92.9
COC(=O)C1=C(C)NC2=C(C(=O)CCC2)C1c1ccccn1 (configuration not stated)	9.0	56.1
CCn1c(SCC(=O)Nc2cc(NC(C)=O)ccc2OC)nnc1-c1cccnc1	6.7	85.2
CCCCOc1ccc(C(=O)Nc2ccc(N3CCN(C(C)=O)CC3)cc2)cc1	-2.0	137.8
O=C(COc1ccc(Br)cc1)Nc1ccc(Cl)cc1	5.3	/
CCCS(=O)(=O)N1CCn2c(nc3ccccc32)C1	5.4	94.0
COc1cccc(/C(O)=C2/C(=O)C(=O)N(Cc3ccco3)C2c2ccncc2)c1 (configuration not stated)	3.6	113.8
O=C(Nc1nc2ccccc2[nH]1)c1ccc(F)cc1	-11.4	91.3
COc1ccc(NC(=O)CN2CCN(S(=O)(=O)c3ccc(F)cc3)CC2)cc1Cl	6.8	91.6
CC1CCN(C(=O)c2ccc(Cl)cc2)CC1	-12.3	/
CSc1ccccc1NC(=O)C1CC(c2ccccc2O)=NO1 (configuration not stated)	4.3	92.8
CCN1C(=O)/C(=C\c2ccccc2C)SC1=S	-0.1	/
Cc1ccc(CSCCNC(=O)c2ccc(OC3CSC3)cc2)cc1	-3.4	/
CCOC(=O)Cn1c(=O)oc2cc(S(=O)(=O)N(CCN(C)C)Cc3ccccc3)ccc21	1.1	105.3
COc1cccc(C(=O)Nc2nnc(-c3ccc(Cl)cc3)o2)c1	3.1	90.0
O=C(O)CCCCCN1C(=O)C(=O)/C(=C(/O)c2ccc([N+](=O)[O-])cc2)C1c1ccc2c(c1)OCO2 (configuration not stated)	104.2*	/
CCOC(=O)CSc1nc2sc3c(c2c(=O)[nH]1)CC(C)(C)OC3	-7.5&14.9	142.4
COc1ccc(/C=C2\SC(=Nc3ccc(C)cc3)N(c3ccc(C)cc3)C2=O)cc1C(=O)O	-5.7	/
CC(C)(C)C1(O)CC(C(F)(F)F)=NN1C(=O)c1ccc([N+](=O)[O-])cc1 (configuration not stated)	-1.2	/
CCCCC(=O)Nc1ccccc1C#N	6.5	64.1
O=C(COc1ccc2ccccc2c1)NCc1ccccn1	7.1	/
COc1ccc(C2C=C(c3cccs3)Nc3nc(CCCO)nn32)cc1 (configuration not stated)	-3.3	/
Fc1ccc(OCCCN2CCOCC2)cc1	0.5	/
Cc1c(NC(=O)c2ccc(Cl)c(S(=O)(=O)N3CCOCC3)c2)c(=O)n(-c2ccccc2)n1C	9.4	58.4
CCOC(=O)c1ccc(NC(=O)c2cc(Cl)c(OC)c(Cl)c2)cc1	8.9	/
CCOC(=O)CNS(=O)(=O)c1c(C)noc1C	-1.9	98.6
O=C(CN1CCCCC1)Nc1ccc(S(=O)(=O)N2CCCCCC2)cc1	-4.6	101.8

Compound profiles, from the list above.
Results for O=C(CN1CCCCC1)Nc1ccc(S(=O)(=O)N2CCCCCC2)cc1 : HePTP inh: -4.6; BAP1 inh: 101.8
Results for O=C(COc1ccc2ccccc2c1)NCc1ccccn1 : HePTP inh: 7.1; BAP1 inh: /

Further records follow.
SMILES	HePTP inh	BAP1 inh
Nn1c(SCC(=O)Nc2ccc3c(c2)OCCO3)nnc1C(F)(F)F	5.5	83.6
CCOC(=O)c1[nH]cnc1C(=O)Nc1ccc(Br)cc1	3.9	/
Cc1ccc(-c2cc(C(=O)N/N=C/c3cccc([N+](=O)[O-])c3)[nH]n2)cc1	7.9	/
COc1ccc(NC(=O)CC(c2ccccc2)c2ccccc2)c(OC)c1	1.5	/
COc1cc(Nc2cc(C)nc3ncnn23)cc(OC)c1OC	6.9	97.1
CN=c1nc(-c2ccccc2)n(-c2ccccc2)s1	/	95.0
[O-]/[N+](=C\c1ccncc1)c1ccc(Br)cc1	-5.9	/
CCOC(=O)c1ccc(Nc2cc(C)nc(-c3ccccc3O)n2)cc1	0.1	104.0
CN1CCc2cccc3c2C1Cc1ccc(O)c(O)c1-3 (configuration not stated)	/	85.7
COc1ccc(NC(=O)CCS(=O)(=O)c2ccc(OC)cc2)cc1	-8.5	91.6
Cc1cc(C)c(OCCCCN2CCCC2)c(Cl)c1	1.4	/
CCOc1cccc(N2C(=O)/C(=C/c3cc(Br)c(O)c(OCC)c3)C(=O)NC2=S)c1	-8.3	/
COc1ccccc1NC(=O)C(=O)NNC(=O)c1cccc(Cl)c1	5.0	/
CCOc1ccc(C2Nc3cccc4cccc(c34)N2)cc1OC	-3.9	/
Cc1ccc(S(=O)(=O)NCCC(=O)Nc2ccc([N+](=O)[O-])cc2)cc1	-12.1	/
CCOC(=O)c1cccc(NC(=O)CCc2nc(-c3ccc(C)cc3)no2)c1	-7.5	76.7
Cc1cccc(NC(=O)CCN2CC(C)OC(C)C2)c1 (configuration not stated)	-9.3	110.4
CCc1nn2cc(-c3ccccc3)nc2s1	8.3	58.3
CCOc1ccc(C(=O)Nc2cc(Cl)cc(Cl)c2)cc1Br	-5.7	/
COc1cccc(C(=O)Nc2nnc(CCS(=O)(=O)c3ccc(Br)cc3)s2)c1	-6.6	/
CCOC(=O)c1c(NC(=O)c2ccncc2)sc(C(C)=O)c1C	105.4*	/
CCN(C(=O)c1sc(NC(=O)c2ccccc2F)c(C#N)c1C)C1CCCCC1	11.9	/
COc1ccc2c(c1)c(CC(=O)N1CCOCC1)c(C)n2C(=O)c1ccc(Cl)cc1	/	81.7
Cc1cc(C)nc(SCC(=O)NCc2ccco2)n1	0.9&-14.3	95.5
c1ccc2ncc(-n3cnnn3)cc2c1	13.4	93.1

Another view of part of the listing above.
Sequence of screens – HePTP inh	BAP1 inh
> COc1ccccc1NC(=O)C(=O)NNC(=O)c1cccc(Cl)c1
 : 5.0	/
> CCOc1ccc(C2Nc3cccc4cccc(c34)N2)cc1OC
 : -3.9	/
> Cc1ccc(S(=O)(=O)NCCC(=O)Nc2ccc([N+](=O)[O-])cc2)cc1
 : -12.1	/

High-throughput results as filed in PubChem.
